Screening data deposited in PubChem by several laboratories.
mABHD4 FP = ABHD4 (mouse) inhibition, primary FP screen; Q8VD66; purified mABHD4, FP-Rh probe fluorescence polarization; inhibition, % at 8.92 µM; actives 0.54% (n = 370,000); AID 720543;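 active means inhibition exceeding the mean over every tested compound plus 3 SD, cut at about 30% in these data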;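 further: 0% = plate median of compound wells and 100% = S159A mutant with DMSO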
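Assay system: mABHD4 protein; medium: HEPES pH 7.0, NaCl, Pluronic buffer; dosing: 8.92 µM, single dose; schedule: 45 min + 60 min at 25 °C; signal: FP readout, ex 525 nm / em 598 nm; read-out: normalized percent inhibition of probe labeling; repeats: single replicate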
PRMT1 inh = blocks human protein arginine methyltransferase 1; recombinant PRMT1, activity-based probe fluorescence polarization; inhibition, % at 2.79 µM; Q99873; actives 1.3% (n = 370,000);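 active means inhibition above about 21% made by adding two undisclosed values, limit read from the data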
SIAE inh = blocks human sialic acid acetylesterase; SIAE FP-Rh probe binding, fluorescence polarization; Q9HAT2; actives 0.69% (n = 370,000); inhibition, % at 9.66 µM;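 active means inhibition above a cutoff: mean of compounds within the control limits plus 3 SD of those, cut at about 17% in these data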;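 further: 0% = plate median of compound wells and 100% = probe without SIAE protein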
Target sequence (Q9HAT2 whole entry, looked up): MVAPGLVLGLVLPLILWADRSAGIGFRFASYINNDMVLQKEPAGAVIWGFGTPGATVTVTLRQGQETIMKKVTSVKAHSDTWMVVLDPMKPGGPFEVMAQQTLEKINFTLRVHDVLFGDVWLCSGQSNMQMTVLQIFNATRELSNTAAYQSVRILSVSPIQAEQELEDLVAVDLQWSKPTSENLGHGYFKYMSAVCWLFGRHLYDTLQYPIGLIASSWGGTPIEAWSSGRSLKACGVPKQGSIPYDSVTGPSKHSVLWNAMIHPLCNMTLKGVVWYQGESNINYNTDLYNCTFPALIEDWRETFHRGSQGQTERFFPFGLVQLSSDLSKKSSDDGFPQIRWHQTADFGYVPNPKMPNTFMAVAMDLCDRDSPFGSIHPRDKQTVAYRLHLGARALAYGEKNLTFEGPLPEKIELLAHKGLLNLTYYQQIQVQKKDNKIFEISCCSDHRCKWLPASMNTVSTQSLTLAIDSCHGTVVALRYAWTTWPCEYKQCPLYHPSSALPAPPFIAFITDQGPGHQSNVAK
TCR-CD3 inh = human TCR-CD3 binding inhibition; TAMRA-labeled TCR probe fluorescence, biochemical; inhibition, % at 9.4 µM; actives 0.37% (n = 360,000); AID 651800; in the data active means inhibition above about 19%;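 further: recombinant mutant TCR 2C K166C tagged with TAMRA read by polarization; 0% = receptor in buffer alone and 100% = receptor with positive control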
TDP2 absorb = TDP2 (human) inhibition, absorbance primary screen. actives 0.34% (n = 370,000). inhibition, % at 12.8 µM. O95551. recombinant TDP2, T5PNP hydrolysis, p-nitrophenol absorbance 415 nm;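 active means inhibition above the mean of all tested compounds plus 3 SD, set per campaign, cut at about 25% in these data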;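 further: 0% = DMSO with enzyme and 100% = buffer with substrate but no TDP2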
Target sequence (O95551 whole entry, looked up): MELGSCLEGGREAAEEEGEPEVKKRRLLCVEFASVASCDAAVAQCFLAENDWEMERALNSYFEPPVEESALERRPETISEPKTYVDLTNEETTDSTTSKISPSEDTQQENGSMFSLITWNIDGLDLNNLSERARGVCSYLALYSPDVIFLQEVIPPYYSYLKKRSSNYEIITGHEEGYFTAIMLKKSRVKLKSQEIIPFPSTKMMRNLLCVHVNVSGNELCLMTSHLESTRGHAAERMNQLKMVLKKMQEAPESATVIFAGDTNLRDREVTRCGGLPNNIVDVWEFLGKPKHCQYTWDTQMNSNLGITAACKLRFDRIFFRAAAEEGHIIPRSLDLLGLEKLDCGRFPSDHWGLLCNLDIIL
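Test system: Human TDP2 enzyme | Reagent: 5 mM T5PNP | Compound dosing: 12.8 µM single point, 1% DMSO | Incubation: Enzyme reaction with compound for 2 h at 37 °C | Technique: p-Nitrophenol epi absorbance | Read-out: % inhibition relative to enzyme-containing and enzyme-free wells | Benchmarks: High control without enzyme, low control DMSO plus TDP2 | Replicates: Singlicate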
rCAG RNA binder = molecules binding r(CAG) RNA repeats; r(CAG) RNA repeat, TO-PRO-1 dye displacement fluorescence; inhibition, % at 3 µM; actives 1.3% (n = 370,000); AID 651821;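 active means inhibition above the plate cutoff, the mean of all test compounds on that plate plus 3 SD, cut at about 35% in these data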;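 further: 0% = DMSO alone and 100% = 100 µM mitoxantrone as full dye displacement; higher means more dye released from RNA so lower well fluorescence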
NR1D1 modulator = modulators of human Rev-erb alpha DNA binding; P20393; Rev-erbα–FITC-DNA binding, fluorescence polarization, 90 min; activity, % at 10 µM; actives 0.79% (n = 370,000);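 active means activity above about 14%, limit read from the data; passing the limit was not always enough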;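 further: 0% = DMSO wells with 35 nM protein and 100% = DMSO wells with 750 nM protein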
HTRA1 inh = blocks human HTRA1 serine peptidase; actives 0.5% (n = 340,000); AID 504803; recombinant HTRA1, FP-rhodamine activity-based probe, fluorescence polarization; inhibition, % at 5.96 µM; in the data active means inhibition above about 36%;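 further: 0% = enzyme with DMSO and 100% = wells lacking enzyme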
LEDGF integ inh = blocks HIV-1 LEDGF/p75-dependent DNA integration. TR-FRET IN-LEDGF/p75 DNA integration, Eu/Cy5. inhibition, % at 3.7 µM. actives 0.64% (n = 370,000);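 active means inhibition above the screen-wide mean plus 3 SD, cut at about 13% in these data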;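 further: signal is the Cy5 over europium emission ratio at 671 and 618 nm; 0% = plate median of compound wells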
PG9 binder = small molecules binding HIV-1 gp120 antibody PG9. TR-FRET gp120-PG9 antibody binding. inhibition, % at 6.7 µM. actives 0.43% (n = 360,000); in the data active means inhibition above about 8.5%
* hit, by the source's call.

CN(Cc1ccccc1)C(=O)c1ccc(NC(=O)Cc2ccc(NC(=O)C3CCCN(C(=O)CCc4ccccc4)C3)cc2)cc1 (stereo unspecified) was read as mABHD4 FP -20.7, PRMT1 inh -0.9, SIAE inh -27.8, TCR-CD3 inh 1.9, TDP2 absorb 1.4, rCAG RNA binder 9.4, NR1D1 modulator 1.6, HTRA1 inh -46.5, LEDGF integ inh 1.9 and PG9 binder -0.4.
`O=C(CN1C(=O)c2cccc([N+](=O)[O-])c2C1=O)N1CCN(c2ccc(F)cc2)CC1` gave mABHD4 FP 3.3, PRMT1 inh 2.5, SIAE inh 1.6, TCR-CD3 inh 6.7, TDP2 absorb 2.3, rCAG RNA binder 2.4, NR1D1 modulator -5.2, HTRA1 inh -3.3, LEDGF integ inh 2.2 and PG9 binder 1.0.
For CCN(C(=O)COC(=O)c1cccnc1Nc1cccc(C(F)(F)F)c1)C1CCS(=O)(=O)C1 (stereo unspecified) the results were mABHD4 FP -0.2, PRMT1 inh -1.2, SIAE inh 3.6, TCR-CD3 inh -4.7, TDP2 absorb -8.8, rCAG RNA binder -0.5, NR1D1 modulator -2.5, HTRA1 inh -2.8, LEDGF integ inh 4.6 and PG9 binder 1.7.
For O=C1NCCN1Cc1ccccc1 the results were mABHD4 FP 3.6, PRMT1 inh 0.0, SIAE inh 0.4, TCR-CD3 inh 3.6, TDP2 absorb -2.7, rCAG RNA binder 0.2, NR1D1 modulator -7.8, HTRA1 inh 3.8, LEDGF integ inh -2.7 and PG9 binder -2.5.
Screening FC(F)(F)c1ccccc1/C=N/n1c(C2CCCCC2)n[nH]c1=S returned mABHD4 FP -11.5, PRMT1 inh 6.6, SIAE inh -2.4, TCR-CD3 inh -1.1, TDP2 absorb 12.2, rCAG RNA binder 11.5, NR1D1 modulator -9.6, HTRA1 inh -34.8, LEDGF integ inh -2.0 and PG9 binder -0.1.
Screening O=C(COC(=O)/C=C/c1cccc(C(F)(F)F)c1)NCc1cccs1 returned mABHD4 FP -6.3, PRMT1 inh -1.9, SIAE inh -5.0, TCR-CD3 inh 3.9, TDP2 absorb 0.5, rCAG RNA binder -0.2, NR1D1 modulator -2.4, HTRA1 inh 0.2, LEDGF integ inh 2.0 and PG9 binder 0.5.
CN1C(=O)Cc2cc(S(=O)(=O)N3CCN(c4cccc(C(F)(F)F)c4)CC3)ccc21 was read as mABHD4 FP 1.6, PRMT1 inh -2.4, SIAE inh 1.8, TCR-CD3 inh -0.8, TDP2 absorb -7.5, rCAG RNA binder 7.7, NR1D1 modulator -1.5, HTRA1 inh -5.3, LEDGF integ inh -1.8 and PG9 binder -0.2.
`COc1ccc(CN(C)c2ncnc3sccc23)c(OC)c1OC` gave mABHD4 FP 4.4, PRMT1 inh 0.8, SIAE inh -0.9, TCR-CD3 inh -0.9, TDP2 absorb -3.4, rCAG RNA binder -2.0, NR1D1 modulator 3.4, HTRA1 inh -4.5, LEDGF integ inh -4.0 and PG9 binder -0.7.
For Cc1cccc(NC(=O)CSc2nnc(CNC(=O)c3ccco3)n2C)c1 the results were mABHD4 FP 2.2, PRMT1 inh 5.0, SIAE inh -0.2, TCR-CD3 inh -2.0, TDP2 absorb -2.3, rCAG RNA binder 5.0, NR1D1 modulator -3.0, HTRA1 inh 2.6, LEDGF integ inh -1.8 and PG9 binder 0.4.
For CCN1C[C@@H]2[C@@H]3C(=O)N(Cc4ccccc4)C(=O)[C@@H]3[C@](Cc3ccccc3)(C(=O)OC)N2C1=NCc1ccccc1 the results were mABHD4 FP 1.5, PRMT1 inh -1.1, SIAE inh 0.5, TCR-CD3 inh 2.7, TDP2 absorb 7.5, rCAG RNA binder 3.4, NR1D1 modulator -4.1, HTRA1 inh 4.9, LEDGF integ inh -0.6 and PG9 binder 0.1.
For O=C(O)c1ccc(NC2=C(Cl)C(=O)c3ccccc3C2=O)cc1 the results were mABHD4 FP 6.7, PRMT1 inh 13.1, SIAE inh 0.7, TCR-CD3 inh 7.5, TDP2 absorb -7.1, rCAG RNA binder 1.7, NR1D1 modulator 4.9, HTRA1 inh 1.6, LEDGF integ inh 0.1 and PG9 binder -1.1.
For COC(=O)CN(c1nc(C)c(Cl)c(OC)n1)S(=O)(=O)c1ccc(C)cc1 the results were mABHD4 FP -7.8, PRMT1 inh -1.2, SIAE inh -6.3, TCR-CD3 inh 3.9, TDP2 absorb 6.4, rCAG RNA binder -5.7, NR1D1 modulator 4.3, HTRA1 inh -7.4, LEDGF integ inh -0.2 and PG9 binder -1.4.
COc1ccc(CNC(=O)c2cn(Cc3ccccc3F)c(=O)s2)cc1 was read as mABHD4 FP 6.2, PRMT1 inh 7.2, SIAE inh 1.5, TCR-CD3 inh 0.1, TDP2 absorb 5.3, rCAG RNA binder 0.7, NR1D1 modulator 1.8, LEDGF integ inh -0.9 and PG9 binder 0.2.
CN1CCN(C(CNS(=O)(=O)c2ccc(F)cc2)c2cccnc2)CC1 (stereo unspecified) was read as mABHD4 FP -1.4, PRMT1 inh -1.8, SIAE inh 6.3, TCR-CD3 inh -3.0, TDP2 absorb 1.9, rCAG RNA binder -0.2, NR1D1 modulator -2.3, HTRA1 inh 8.1, LEDGF integ inh 3.0 and PG9 binder -1.0.
Cc1cc[n+](-c2nc([O-])sc2/C=N/Nc2ccc([N+](=O)[O-])cc2)cc1 was read as mABHD4 FP 14.5, PRMT1 inh 9.1, SIAE inh 16.5, TCR-CD3 inh 1.6, TDP2 absorb -6.9, rCAG RNA binder 3.9, NR1D1 modulator 11.4, HTRA1 inh 24.5, LEDGF integ inh 0.3 and PG9 binder -6.5.
O=C(CN=C1NS(=O)(=O)c2ccccc21)OCC(=O)c1ccccc1 was read as mABHD4 FP 0.9, PRMT1 inh 3.9, SIAE inh 6.8, TCR-CD3 inh -5.6, TDP2 absorb -9.8, rCAG RNA binder -1.1, NR1D1 modulator -0.1, HTRA1 inh -3.4, LEDGF integ inh 0.1 and PG9 binder -0.3.
COc1ccc(/C(C)=N/OCC(=O)Nc2nc3ccccc3s2)cc1 was read as mABHD4 FP -7.5, PRMT1 inh -1.9, SIAE inh -9.0, TCR-CD3 inh 4.3, TDP2 absorb 1.6, rCAG RNA binder -2.4, NR1D1 modulator -3.5, HTRA1 inh -26.6, LEDGF integ inh -0.5 and PG9 binder -0.4.
O=C(O)c1ccc(CSc2nnc(-c3ccco3)n2-c2ccccc2)cc1 was read as mABHD4 FP 1.9, PRMT1 inh 1.1, SIAE inh -6.7, TCR-CD3 inh -0.5, TDP2 absorb 0.8, rCAG RNA binder -0.3, NR1D1 modulator 3.2, HTRA1 inh 12.7, LEDGF integ inh -5.0 and PG9 binder -1.2.
For O=C(CNC(=O)c1ccccc1)OCCCOC(=O)CNC(=O)c1ccccc1 the results were mABHD4 FP -1.9, PRMT1 inh -0.8, SIAE inh -3.2, TCR-CD3 inh 8.2, TDP2 absorb 9.4, rCAG RNA binder -1.4, NR1D1 modulator -8.5, HTRA1 inh 2.4, LEDGF integ inh 0.1 and PG9 binder 0.5.
Screening CC(C)(C)c1cc(/C=C2\NC(=O)NC2=O)cc(C(C)(C)C)c1O returned mABHD4 FP -16.5, PRMT1 inh 5.9, SIAE inh 9.7, TCR-CD3 inh -2.7, TDP2 absorb -14.2, rCAG RNA binder 2.5, NR1D1 modulator -1.3, HTRA1 inh -89.4, LEDGF integ inh -3.2 and PG9 binder 0.2.
CC(=O)N(c1nc(CCl)cs1)c1ccc(C)cc1C was read as mABHD4 FP -10.7, PRMT1 inh 5.0, SIAE inh -2.3, TCR-CD3 inh -5.1, TDP2 absorb -21.5, rCAG RNA binder 0.9, NR1D1 modulator 0.8, HTRA1 inh 4.4, LEDGF integ inh -3.6 and PG9 binder -1.6.
`Clc1ccc2nc(-c3cccc(SC4CCCCC4)c3)c(NCc3ccccc3)n2c1` gave mABHD4 FP -0.3, PRMT1 inh 1.2, SIAE inh -8.0, TCR-CD3 inh -0.8, TDP2 absorb 7.2, rCAG RNA binder 2.9, NR1D1 modulator 10.2, HTRA1 inh -18.9, LEDGF integ inh 1.5 and PG9 binder -3.1.
O=C(Nc1ccc(N2CCOCC2)c(S(=O)(=O)Nc2ccccc2Cl)c1)c1ccc(F)cc1 was read as mABHD4 FP -5.5, PRMT1 inh -0.4, SIAE inh -99.7, TCR-CD3 inh 5.8, TDP2 absorb 1.6, rCAG RNA binder 10.7, NR1D1 modulator 0.0, HTRA1 inh -26.3, LEDGF integ inh -0.4 and PG9 binder 0.7.

Among those listed so far, 4 have an aryl methoxy group:
`COc1ccc(CN(C)c2ncnc3sccc23)c(OC)c1OC` gave mABHD4 FP 4.4, PRMT1 inh 0.8, SIAE inh -0.9, TCR-CD3 inh -0.9, TDP2 absorb -3.4, rCAG RNA binder -2.0, NR1D1 modulator 3.4, HTRA1 inh -4.5, LEDGF integ inh -4.0 and PG9 binder -0.7.
For COC(=O)CN(c1nc(C)c(Cl)c(OC)n1)S(=O)(=O)c1ccc(C)cc1 the results were mABHD4 FP -7.8, PRMT1 inh -1.2, SIAE inh -6.3, TCR-CD3 inh 3.9, TDP2 absorb 6.4, rCAG RNA binder -5.7, NR1D1 modulator 4.3, HTRA1 inh -7.4, LEDGF integ inh -0.2 and PG9 binder -1.4.
COc1ccc(CNC(=O)c2cn(Cc3ccccc3F)c(=O)s2)cc1 was read as mABHD4 FP 6.2, PRMT1 inh 7.2, SIAE inh 1.5, TCR-CD3 inh 0.1, TDP2 absorb 5.3, rCAG RNA binder 0.7, NR1D1 modulator 1.8, LEDGF integ inh -0.9 and PG9 binder 0.2.
COc1ccc(/C(C)=N/OCC(=O)Nc2nc3ccccc3s2)cc1 was read as mABHD4 FP -7.5, PRMT1 inh -1.9, SIAE inh -9.0, TCR-CD3 inh 4.3, TDP2 absorb 1.6, rCAG RNA binder -2.4, NR1D1 modulator -3.5, HTRA1 inh -26.6, LEDGF integ inh -0.5 and PG9 binder -0.4.

2 records picked at random from those above, as already listed:
For CCN(C(=O)COC(=O)c1cccnc1Nc1cccc(C(F)(F)F)c1)C1CCS(=O)(=O)C1 (stereo unspecified) the results were mABHD4 FP -0.2, PRMT1 inh -1.2, SIAE inh 3.6, TCR-CD3 inh -4.7, TDP2 absorb -8.8, rCAG RNA binder -0.5, NR1D1 modulator -2.5, HTRA1 inh -2.8, LEDGF integ inh 4.6 and PG9 binder 1.7.
For COC(=O)CN(c1nc(C)c(Cl)c(OC)n1)S(=O)(=O)c1ccc(C)cc1 the results were mABHD4 FP -7.8, PRMT1 inh -1.2, SIAE inh -6.3, TCR-CD3 inh 3.9, TDP2 absorb 6.4, rCAG RNA binder -5.7, NR1D1 modulator 4.3, HTRA1 inh -7.4, LEDGF integ inh -0.2 and PG9 binder -1.4.

These rows are one share of the data, so the mix of outcomes need not match the whole.
